Pf Dd2 growth = blocks in vitro growth of P. falciparum Dd2; P. falciparum Dd2 growth, SYBR Green, 72 h; Potency, µM (top dose mostly 28.9 µM), for inactives: at the highest dose activity, negative = inhibition, usual class: inhibitors; 4.3% of 120,000 active; AID 1347417; active = well fitted inhibition curve with a large enough effect; inconclusive = small, poorly fitted or top-dose-only effect; inactive = no such curve, though single readings can be large or run the other way;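 also: plate controls were DMSO vehicle for no effect and reference drug for full effect; nearly all actives have a fitted effect of over 65% in size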
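Infected erythrocytes (Dd2, 0.3% parasitemia, 2.5% hematocrit final) are added to compound in RPMI-1640/Albumax II medium, grown 72 h at 37C in low oxygen, then lysed with saponin/Triton-X containing SYBR Green and read by fluorescence.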
* = called active by the depositor; i = inactive; ? = inconclusive; & = joins results of further samples; [ ] = remark or other dose. Potency is read from the fitted curve at half-maximal effect. The list is partial; the hit share may differ from the screen's.

SMILES	Pf Dd2 growth
CCOc1ccccc1NC(=O)N1CCC(N2C(=O)C(OC)C23CCOCC3)CC1 (stereo not drawn)	-11%
NS(=O)(=O)CCCC(=O)N1CCC(Cc2cccc(C(=O)O)c2)C1 (stereo not drawn)	0%
C[S+](=O)([O-])NC1CCN(c2nc3ncccc3o2)CC1	-3%&14%[44.1 µM]
Cn1nc(NC(=O)Cc2c[nH]c(=O)[nH]c2=O)c2c(N3CCOCC3)cccc21	22%
Cc1ccc(NC(=O)c2cc(-c3ccc[nH]3)n[nH]2)cc1F	-5%
CN(Cc1cc(C2CC2)on1)Cc1nnc(C2CC(N)C2)n1C1CC1 (stereo not drawn)	-30%
O=C(NC1CCCc2c1[nH]c1c(Cl)cccc21)c1ccco1 (stereo not drawn)	?
COc1ccc(CNC(=O)COc2ccc(-c3nnc4n3CCCC4)cc2)cc1	?
COCCN1CC(CO)C2(CCN(Cc3c[nH]c4ccccc34)CC2)C1 (stereo not drawn)	3%
CC1(C)[C@H](Cc2cc(CN3CCCCC3)on2)C[C@@H]1NCc1ccccn1	-6%[44.1 µM]
CCC(C)[C@H](N)c1nnc(SCc2ccc(Cl)c(Cl)c2)o1 (stereo partly drawn)	i
O=C(NC1CCCc2c1[nH]c1c(Cl)cccc21)c1ccncc1 (stereo not drawn)	-2%
CCOc1ccccc1C(=O)NCC(c1ccc(N(C)C)cc1)N1CCc2ccccc21 (stereo not drawn)	?
CC(C)Sc1nc2sc3c(c2c(=O)n1Cc1ccccc1)CCCC3	?
O=C(NCc1ccc2c(c1)OCO2)c1ccc2c(c1)N(Cc1ccccc1F)C(=O)c1ccccc1S2	?
CN1CCC(C(=O)N2CCN(C3CCNCC3)C(=O)C2)CC1	-12%
Cc1cc2c(cc1S(=O)(=O)NCc1ccccc1Cl)OCC(=O)N2	-10%
COCCCNc1nc(-c2c(C)noc2C)cc2cc(C(C)C)oc12	-16%[44.1 µM]
O=c1c2ccccc2n2c(-c3ccccc3F)nnc2n1CCc1ccccc1	15%
C=CCNC(=O)N[C@H]1CO[C@H]2[C@@H]1OC[C@@H]2Nc1nccc(-c2ccc(OC)cc2)n1	?
Cc1nc(-c2ccc(Cl)cc2)sc1CCNC(=O)c1cccs1	39%[activator]
O=C(CCn1ccnc1)N1CCC2(CCC(=O)N(CC3CC3)CC2)CC1	11%
COc1ccc(NC(=O)CSc2nccn2Cc2ccco2)c(OC)c1	41%[activator]
COC(=O)c1cccc(NC(=O)N2CCC3(CCC(=O)N(Cc4ccccc4)CC3)CC2)c1	-19%
Cc1cnc(CC2CCN(C(=O)Nc3ccccc3)C2)n1CC1CC1 (stereo not drawn)	i
CCCCNC(=O)Cc1csc2nc(C)c(-c3cc(C)n(-c4cccc(C)c4C)n3)c(=O)n12	-4%
Cn1ccc2c(C(=O)NCCC(N)=O)nc(-c3ccccc3C(F)(F)F)cc21	-14%[44.1 µM]
CCOc1ccc(-n2c(=O)c3c(C)c(C)sc3n(CC(=O)N3CCC(C)CC3)c2=O)cc1	i
CC(C)c1cnc2c(c1SCC(=O)N1CCCCC1)c(=O)n(C)c(=O)n2C	i
CC(C)c1ccc(NC(=O)CN2C(=O)CSc3ccc(S(=O)(=O)N4CCCC4)cc32)cc1	-15%
CCOc1ccc(NC(=O)N2CCC(CN3CCCCCC3)CC2)cc1	?
CCc1ccccc1NC(=O)Cn1c(=O)nc(-c2ccccc2)c2ccccc21	?
O=C(Nc1ccccc1)c1nc2c(o1)CCN(Cc1cccc(Cl)c1)CC2	-6%[44.1 µM]
COc1ccc(C(=O)c2cn(Cc3ccc(C)cc3)c3cc4c(cc3c2=O)OCO4)cc1	?
CCN(Cc1ccncc1)C(=O)c1coc(COc2cccc(C(F)(F)F)c2)n1	?
Cc1ccccc1NC(=O)c1ccc(F)c(S(=O)(=O)N2CCN(c3ccccc3F)CC2)c1	22%

Single values from the results shown.
Pf Dd2 growth with O=C(Nc1ccccc1)c1nc2c(o1)CCN(Cc1cccc(Cl)c1)CC2 : -6%[44.1 µM]
Pf Dd2 growth with CCOc1ccccc1NC(=O)N1CCC(N2C(=O)C(OC)C23CCOCC3)CC1 (stereo not drawn) : -11%

Rewritten with bars between the fields: 4 of the compounds above
structure | Pf Dd2 growth
Cn1ccc2c(C(=O)NCCC(N)=O)nc(-c3ccccc3C(F)(F)F)cc21 | -14%[44.1 µM]
CCOc1ccc(-n2c(=O)c3c(C)c(C)sc3n(CC(=O)N3CCC(C)CC3)c2=O)cc1 | i
CC(C)c1cnc2c(c1SCC(=O)N1CCCCC1)c(=O)n(C)c(=O)n2C | i
CC(C)c1ccc(NC(=O)CN2C(=O)CSc3ccc(S(=O)(=O)N4CCCC4)cc32)cc1 | -15%

Continued.
SMILES	Pf Dd2 growth
CC1CCN(C(=O)C2CCN(C(=O)N3CC4CC(C3)[C@H]3CCCC(=O)N3C4)CC2)CC1 (stereo partly drawn)	16%
Cc1ccc(OCC(=O)Nc2cccc(-c3nc4ccccc4s3)c2)cc1	?
CNC(=O)C1CCC(Cn2c(=O)c3sccc3n(CC(=O)NCc3cccc(OC)c3)c2=O)CC1 (stereo not drawn)	-19%
CCOC(=O)c1cnc(N2CCN(c3ccc(OC)cc3)CC2)c2ccccc12	12%
COc1ccc(CNC(=O)Cn2c(=O)nc(-c3ccccc3)c3cc(Cl)ccc32)cc1OC	i
CCc1ccc(N2CC(c3noc(-c4ccncc4)n3)CC2=O)cc1 (stereo not drawn)	68%[activator]
Cc1ccc(NC(=O)CN2C(=O)CCSc3ccccc32)c(C)c1	25%
CC1CCC2(CC1)NC(=O)N(CC(=O)N1CCCc3ccccc31)C2=O (stereo not drawn)	-13%
Cc1ccc2c(C(=O)NCCc3cccs3)cc(NC(=O)C3CCC3)cc2n1	i
CCOC(=O)N1CCc2c(sc3c2c(=O)n(-c2ccc(F)cc2)c(=O)n3CC(=O)c2ccc(Cl)cc2)C1	?
NCCn1cc(C(=O)NC2C3CN4CCN(C3)CC2(c2ccccc2)C4)nn1 (stereo not drawn)	0%
Cc1cc2nn(-c3ccccc3)nc2cc1NC(=O)c1cccc2c(Cl)cccc12	46%[activator]

The list goes on; it opens with the two that closed the last part.
SMILES	Pf Dd2 growth
NCCn1cc(C(=O)NC2C3CN4CCN(C3)CC2(c2ccccc2)C4)nn1 (stereo not drawn)	0%
Cc1cc2nn(-c3ccccc3)nc2cc1NC(=O)c1cccc2c(Cl)cccc12	46%[activator]
O=C(N[C@@H]1CN(C(=O)C2CC2)CC[C@@H]1CO)C1CC1	-23%
CCOC(=O)c1c(-c2ccccc2)csc1NC(=O)c1cc(-c2ccc(Cl)cc2)on1	22%
CCOC(=O)C1(C)C=C(Nc2cccc(C(=O)O)c2)C(=O)N1c1cccc(C(=O)O)c1 (stereo not drawn)	23%
CCN(c1ccccc1)C(CNS(=O)(=O)c1ccccc1)c1ccccc1 (stereo not drawn)	?
Cc1ccc(-n2c(=O)c3c(cnn3C)n(Cc3ccc(Cl)cc3)c2=O)cc1	?
COc1ccccc1CNC(=O)c1cc2cn(C(C)C)cc2s1	-27%
Cc1noc(C)c1CC(=O)N1CCCC2(C1)Nc1cccnc1NC2=NCc1ccccc1 (stereo not drawn)	2%[5.79 µM]
O=C(O)c1cncc(N2CCC3(CC2)CNC(C(=O)O)C3)n1 (stereo not drawn)	3%
COc1cc(C(CC(=O)NCc2ccc(F)cc2)N2Cc3ccccc3C2=O)cc(OC)c1OC (stereo not drawn)	?
Cc1nnc(-c2cc(-c3cccc(F)c3)ccn2)n1Cc1ccccc1	-7%[44.1 µM]
Cc1noc([C@@H]2CN(Cc3ccc(C)o3)C[C@H]2CO)n1	-26%
O=C(NC1CC1)c1ccccc1OCC1CCCN(C2CCCCC2)C1 (stereo not drawn)	?

Arranged by molar mass (low to high): part of the list above
SMILES	Pf Dd2 growth
Cc1noc([C@@H]2CN(Cc3ccc(C)o3)C[C@H]2CO)n1	-26%
Cc1noc(C)c1CC(=O)N1CCCC2(C1)Nc1cccnc1NC2=NCc1ccccc1 (stereo not drawn)	2%[5.79 µM]
COc1cc(C(CC(=O)NCc2ccc(F)cc2)N2Cc3ccccc3C2=O)cc(OC)c1OC (stereo not drawn)	?

Further results follow:
SMILES	Pf Dd2 growth
CCCN1C(=O)c2[nH]nc(-c3ccccc3O)c2C1c1ccc(OCc2ccccc2)c(OCC)c1 (stereo not drawn)	11µM*
COc1ccc(-c2cn3c(n2)sc2cc(C(=O)NC4CCCc5ccccc54)ccc23)cc1 (stereo not drawn)	?
COc1ccc(Nc2nc(Nc3ccc(OC)cc3OC)nc(N3CCOCC3)n2)c(OC)c1	?
COc1cccc(C(=O)N2CCC3(CC2)OCC(C(=O)NCC(C)C)N3C(=O)c2ccc(F)cc2)c1 (stereo not drawn)	i
COc1ccc(C2C(=O)N(C3CCCCC3)CC(=O)N2Cc2ccccc2Cl)cc1OC (stereo not drawn)	?
Cc1cc(C(=O)N[C@H](c2ccccn2)C2CC(O)C2)c2c(C)noc2n1 (stereo partly drawn)	-4%
COc1ccc(C(=O)NCc2ccnc3[nH]ccc23)cc1	-8%[44.1 µM]
CC1(C(=O)NCc2ccc(F)cc2)CCCc2cnc(Nc3cccnc3)nc21 (stereo not drawn)	i
CCN(C(=O)C1CCC(CNS(=O)(=O)c2cccc3nsnc23)CC1)c1ccc(C)c(C)c1 (stereo not drawn)	4.5µM*
CCOc1ccccc1CN1C[C@@H](CO)[C@H](c2nc(C)no2)C1	?
CCC1CCC(C(=O)NC(C(=O)NCCN(CC(C)C)CC(C)C)C(C)C)CC1 (stereo not drawn)	-13%
COc1ccc(OCc2nc(C3CN(C(=O)c4ccc(C)nc4)C3)no2)cc1	-26%
O=C(CCc1nc(-c2cccnn2)no1)NC1CCCCCCC1	-20%
Cc1ccc(CN2CCCCCCN(C)C(=O)[C@@H]3CCC[C@@H]32)s1	6.3µM*
O=C(NCCc1ccc(Cl)cc1)c1ccc(Cn2c(=O)c3cccn3c3cccnc32)cc1	?
Cn1cc(-c2ccncc2)cc1C(=O)N1CCN(c2cccc(Cl)c2)CC1	?
COc1ccc(-n2c(SCc3nc(-c4ccc(C)cc4)no3)nnc2-c2ccncc2)cc1	-17%
CC(=O)N1CCN(c2ncccc2CNCc2ccc(CC(C)C)cc2)CC1	?
FC(F)(F)c1cccc(C2=NOC3(CCCN(CC4CCCCC4)C3)C2)c1 (stereo not drawn)	?
CC1=C[C@@H](CNCc2cccnc2)[C@H](C(C)C)C[C@H]1Cc1nnc(-c2ccc(N(C)C)cc2)o1	?
CCc1ccc(CNC(=O)C2CCN(c3nc4ccccc4nc3C(F)(F)F)CC2)cc1	4%
CCOc1ccc(CC(=O)NCC(c2cccs2)S(=O)(=O)c2ccc(F)c(C)c2)cc1 (stereo not drawn)	34%[activator]
COc1ccc(CN2CCCCC23Cc2ccccc2CNC3=O)cc1 (stereo not drawn)	?
Cn1c(=O)c2c(nc(CN3CCN(c4ccccc4F)CC3)n2Cc2ccc(F)cc2)n(C)c1=O	-24%
Cc1ccsc1CCN1C(=O)N(c2ccccc2)C(=O)C1CC(=O)Nc1ccc(Cl)cc1 (stereo not drawn)	?
CC(=O)Nc1ccc(NC(=O)Cn2c(C)cc3nc4n(c(=O)c32)CCCCC4)cc1	i
COc1cccc(CSc2nc3cc(OC)c(OC)cc3c3nc(CCn4nc(C)cc4C)nn23)c1	26%
COCC1CN(C(C)=O)CC12CCN(Cc1cc(OC)cc(OC)c1)CC2 (stereo not drawn)	-22%
CSC1=NC2(CCN(C(=O)NC3CCCCC3)CC2)N=C1c1ccc(C)c(C)c1	9%
Fc1cnc(N2CCCC(OCc3cccnc3)C2)nc1N1CCOCC1 (stereo not drawn)	-13%
CN1c2cc(C(=O)NCc3ccc(F)cc3)ccc2C(=O)N2CCCCCC21 (stereo not drawn)	?
CCS(=O)(=O)Nc1ccc(C2(C(=O)NCc3cccc(F)c3)CCCCC2)cc1	?
O=c1cc(-c2ccccc2)nc2cc(-c3ccc(F)cc3)[nH]n12	?
CCC(C)Sc1oc(-c2ccco2)nc1S(=O)(=O)c1ccc(C)cc1 (stereo not drawn)	?
COc1ccccc1CNC(=O)c1ccc2nc(N3CCCCC3)sc2c1	34%[activator]
Cc1ccc(S(=O)(=O)NC[C@H]2O[C@@H](CO)[C@@H](O)[C@H]2N2CCCC2)cc1	23%[44.1 µM]
CN1CC2(CCCN(Cc3ccc(-c4ccccn4)cc3)C2)OC1=O (stereo not drawn)	-17%
COc1ccc(CC(=O)NC2CC(=O)N(c3ccc(C)c(C)c3)C2)cc1OC (stereo not drawn)	i
O=C1NC(=NC2CCCC2)C2(CCCN(Cc3cccnc3)C2)N1c1cccnc1 (stereo not drawn)	7%
COCCN1C(=O)c2cccn2CC1CNC(=O)c1ccc2ncccc2c1 (stereo not drawn)	-6%
CN(C1CCc2nn(C)c(=O)n2CC1)S(=O)(=O)c1ccc(Cl)s1 (stereo not drawn)	15%
COc1ccccc1Nc1ncnc2c1nc1n2CCCCC1	18%
CC(C)C[C@@H](NC(=O)C1=C[C@@H](NC(=O)c2cnccn2)[C@@H](O)[C@H](O)C1)C(N)=O	-2%[44.1 µM]
O=C1Nc2ccccc2CC12CCN2Cc1ccc(OC(F)(F)F)cc1 (stereo not drawn)	-20%
Cc1nnc(NC(=O)C2c3ccccc3C(=O)N(Cc3ccccc3)C23CCCC3)s1 (stereo not drawn)	?

Source: PubChem
